Compound activity deposited in PubChem BioAssay by National Center for Advancing Translational Sciences (NCATS).
GRP78 ERSR act – induces the endoplasmic reticulum stress response in human glioma cells; U87-MG GRP78 promoter luciferase reporter, 16 h; Potency, µM, for inactives: top-dose activation, most hits filed as activators; actives 0.02% (n = 420,000); AID 602332; note: potency is the fitted concentration of half-maximal effect; series mostly up to about 76 µM; % of control where 0% means no effect; nearly all actives have a fitted effect of over 35% in size
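Stably transfected U87-MG glioma cells carrying a GRP78-based luciferase sensor; 16 h compound incubation. Luminescence end-point read 10 min after Bright-Glo addition at room temperature.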
Anesthetic bind – candidate novel general anesthetic via apoferritin binding; apoferritin/1-aminoanthracene competitive binding, fluorescence; Potency, µM (titrated, usually from 77.5 µM), for the others: top-dose activity change, negative = displacement, most hits filed as inhibitors; actives 0.074% (n = 350,000); note: potency is the fitted concentration of half-maximal effect; % is set by controls: 0 for no effect and ±100 for the full control effect; nearly all actives have a fitted effect of over 20% in size
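In PBS, apoferritin at 10 uM is loaded with 1-AMA from a 50% saturated solution. After 10 min of compound exposure at ambient temperature, reduced 535 nm fluorescence indicates probe displacement.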
POLK inh – inhibitors of human DNA polymerase kappa; Potency, µM (titrated, usually from 107 µM), for inactives: at the highest dose activity, negative = inhibition, hits mostly inhibitors; purified Pol kappa, fluorescent DNA synthesis assay, 10 min; Q9UBT6; actives 0.53% (n = 400,000); note: potency is the fitted concentration of half-maximal effect; % is set by controls: 0 for no effect and ±100 for the full control effect
Target sequence (Q9UBT6 whole entry, looked up): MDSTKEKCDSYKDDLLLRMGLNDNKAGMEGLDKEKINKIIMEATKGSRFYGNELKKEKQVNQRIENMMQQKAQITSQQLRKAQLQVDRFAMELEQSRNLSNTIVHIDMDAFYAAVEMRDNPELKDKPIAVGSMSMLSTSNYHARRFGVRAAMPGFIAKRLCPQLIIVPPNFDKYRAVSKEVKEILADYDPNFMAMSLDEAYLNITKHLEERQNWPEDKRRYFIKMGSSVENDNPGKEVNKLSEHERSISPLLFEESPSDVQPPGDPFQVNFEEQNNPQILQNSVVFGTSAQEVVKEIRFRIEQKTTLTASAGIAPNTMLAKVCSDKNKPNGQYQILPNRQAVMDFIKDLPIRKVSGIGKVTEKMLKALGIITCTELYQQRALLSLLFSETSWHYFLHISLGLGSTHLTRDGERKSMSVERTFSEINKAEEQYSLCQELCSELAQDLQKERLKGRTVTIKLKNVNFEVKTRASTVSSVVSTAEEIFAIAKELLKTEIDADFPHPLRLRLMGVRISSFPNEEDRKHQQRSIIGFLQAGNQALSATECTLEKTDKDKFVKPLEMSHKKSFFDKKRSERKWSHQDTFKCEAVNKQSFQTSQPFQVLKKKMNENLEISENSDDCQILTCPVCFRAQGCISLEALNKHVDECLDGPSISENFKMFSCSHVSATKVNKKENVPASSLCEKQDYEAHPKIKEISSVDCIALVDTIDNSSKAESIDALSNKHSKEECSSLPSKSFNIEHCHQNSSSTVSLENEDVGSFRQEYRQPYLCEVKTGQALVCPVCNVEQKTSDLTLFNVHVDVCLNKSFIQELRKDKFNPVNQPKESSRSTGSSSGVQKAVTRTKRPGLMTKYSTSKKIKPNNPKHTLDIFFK
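Kinetic fluorescence screen: compound preincubated 15 min RT with 10 nM enzyme; 50 nM substrate (final) initiates; reads at 0/10 min.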
LDHA inh – blocks human lactate dehydrogenase A; P00338; purified LDHA, NADH/diaphorase-resazurin fluorescence; stronger effect = lower value; activity change, % (values are at about 110 or 230 µM); actives 0.15% (n = 480,000); AID 1347041; in the data active = activity change below about -30%; inconclusive = mostly about -25% to -30%;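 note: plate controls were DMSO wells for no effect and wells without enzyme for full effect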
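Enzyme activity of human lactate dehydrogenase 5 (2 nM; 0.06 mM NADH, 0.2 mM pyruvate, 5 min, RT) is measured via a resazurin/diaphorase fluorescence readout of residual NADH.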
APE1 inh – APE1 (human) endonuclease inhibition. P27695. recombinant APE1, TAMRA/BHQ-2 abasic DNA cleavage fluorescence. Potency, µM (highest dose often 65.8 µM), for the others: at the highest dose activity change, negative = inhibition, most hits filed as inhibitors. actives 0.35% (n = 350,000);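 note: potency is the fitted concentration of half-maximal effect; plate controls were vehicle for no effect and reference inhibitor for full effect; nearly all actives have a fitted effect of over 55% in size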
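Substrate: short duplex with […] THF abasic site, 5'-TAMRA and 3'-BHQ-2, 50 nM final. APE1 at 0.75 nM, preincubated 15 min RT with compound. Fluorescence increase from first to third read measured activity.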
Pol eta inh – inhibitors of human DNA polymerase eta; Q9Y253; recombinant Pol eta, fluorescent DNA replication assay; Potency, µM (titrated, usually from 114 µM), for inactives: top-dose activity change, negative = inhibition, usual class: inhibitors; actives 1.2% (n = 390,000); AID 588591; note: potency is the fitted concentration of half-maximal effect; % is set by controls: 0 for no effect and ±100 for the full control effect
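Pol eta (10 nM) was preincubated with compounds for 15 min at room temperature, after which fluorescent replication substrate (50 nM final) was added to start the reaction. Fluorescence was read kinetically at 0 and 10 min.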
BLM inh – inhibitors of human Bloom syndrome helicase BLM; P54132; recombinant BLM DNA unwinding, fluorescence dequenching; Potency, µM (doses to about 56.1 µM), for the others: top-dose activity change, negative = inhibition, hits mostly inhibitors; actives 0.2% (n = 350,000);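 note: potency is the fitted concentration of half-maximal effect; plate controls were vehicle for no effect and no enzyme for full effect; nearly all actives have a fitted effect of over 35% in size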
Pol iota inh – blocks human DNA polymerase iota activity | AID 588590 | actives 1% (n = 390,000) | Potency, µM (doses to about 115 µM), for the others: at the top dose activity, negative = inhibition, most hits filed as inhibitors | Pol iota fluorescent replication assay, 10 min | Q9UNA4; note: potency is the fitted concentration of half-maximal effect
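Pol iota at 10 nM preincubated 15 min with compounds at room temperature; reaction started with fluorescent substrate, 50 nM final. Fluorescence read kinetically at 0 and 10 min; buffer-only wells as negative control.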
POLB inh – DNA polymerase beta (human) inhibition. P06746. Pol beta primer extension/strand displacement, fluorescence kinetic. Potency, µM (highest dose often 114 µM), without a hit: at the highest dose activity change, negative = inhibition, hits mostly inhibitors. actives 1.3% (n = 340,000). AID 485314; note: potency is the fitted concentration of half-maximal effect; % is set by controls: 0 for no effect and ±100 for the full control effect
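Curves were derived by four-parameter Hill fits of normalized qHTS data. The kinetic fluorescent primer-extension read was taken at 0 and 10 min after 50 nM substrate, following a 15 min room-temperature preincubation of 10 nM enzyme with compounds.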
* = called active by the depositor; ? = inconclusive; nt = not tested or not shown; [ ] = remark or other dose. Unless noted, calls come from the whole dose curve; as a rule, active = well fitted curve in the direction sought with a large enough effect; inconclusive = small, poorly fitted or top-dose-only effect, or another doubt; inactive = no such curve, though single readings can be large; an effect the other way counts as inactive or inconclusive.

SMILES	GRP78 ERSR act	Anesthetic bind	POLK inh	LDHA inh	APE1 inh	Pol eta inh	BLM inh	Pol iota inh	POLB inh
CCOC(=O)C1CCCN(C2=NC(=O)/C(=C/c3ccc(OC)cc3)S2)C1 (configuration not stated)	0%	-24%	-4%	-4	4%	-9%	-3%	-15%	0%
CC(CCc1ccccc1)NC(=O)CN(C)Cc1ccc(F)cc1 (configuration not stated)	-4%	1%	0%	-1	3%	-14%	-1%	29%	24%
Cc1ccccc1OCCN1CCCC1	0%	-8%	0%	-12	5%	-13%	0%	29%	-24%
CCCCNC(=O)c1cc(Sc2ccc(OCC)cc2)nc2ccccc12	-4%	-15%	-4%[60.1 µM]	-9	nt	-13%	1%	?	6%
COc1c(C)cc(Br)cc1C(=O)Nc1ccc(C)cc1[N+](=O)[O-]	-4%	-1%	-5%	1	9%	-10%	5%	-10%	9%
O=C(O)Cn1c2c(c3ccccc31)CSc1ccc(Cl)cc1-2	-2%	0%	7%	1	-7%	-8%	-6%	40%[activator]	?
Cc1cccc(OCC(=O)Nc2ccc(C(=O)OCc3cc(=O)n4nc(C5CC5)sc4n3)cc2)c1	-2%	-4%	-7%[60.1 µM]	5	nt	-9%	-11%	5%	-11%
CCO[C@H]1OC(C(N)=O)=C[C@@H](c2ccccc2)[C@@H]1CCCO	-8%	-1%	-7%	-6	17%	-11%	-3%	1%	-19%
O=C(CCS(=O)(=O)Cc1ccc(Cl)cc1)NCCc1ccccc1	-1%	-3%	-4%	-2	2%	-22%	-4%	50%[activator]	3%
CCCCN(CCCC)C(=O)CCS(=O)(=O)c1ccc2c(c1)n(C)c(=O)c(=O)n2C	-4%	2%	-17%	-10	0%	6%	1%	5%	-24%
CCc1ccc2occ(CC(=O)Nc3sc4c(c3C(=O)NCCOC)CCCC4)c2c1	1%	-3%	4%	1	nt	-23%	2%	15%	-3%
N#CC1=C(SCC(=O)c2ccc(Cl)cc2)NC2=C(C(=O)CCC2)C1c1ccco1 (configuration not stated)	-11%	-20%	-17%	-3	-12%	-6%	-11%	14%	1%
Cn1cc(C(=O)NC2CCCCC2)c(=O)c2cc(S(=O)(=O)N3CCCC3)ccc21	-3%	2%	1%	-2	2%	-18%	-2%	2%	-1%
COc1ccccc1CNC(=O)CCN=C1NS(=O)(=O)c2ccccc21	-4%	nt	0%	-9	-1%	-10%	nt	31%[activator]	nt
COc1ccc([C@H]2CC(=O)C=C(c3ccc(Cl)c(C(F)(F)F)c3)C2)cc1	-1%	nt	14%	3	-28%	-14%	nt	32%	nt
NC(=O)C1CCN(C(=O)CCSCc2ccccc2)CC1	3%	-7%	0%	-4	19%	-21%	-2%	31%[activator]	49%
CCOC(=O)CN(C(=O)CNC(=O)c1ccco1)C(C(=O)NC1CCCCC1)c1cccc(OC)c1 (configuration not stated)	-4%	-5%	-3%	-2	-6%	-20%	-3%	14%	-7%
CCCCC(=O)Nc1ccc(C(=O)Nc2ccc3c(c2)OCO3)cc1	-1%	-18%	-3%	0	-1%	-4%	-4%	?	1%
COCCN(C(=O)COC(=O)CCOc1ccccc1)c1c(N)n(Cc2ccccc2)c(=O)[nH]c1=O	-4%	nt	-6%	-7	-4%	-8%	nt	8%	nt
COc1cccc(N2CCN(c3ccc4nnc(CCC(=O)N5CCC(C)CC5)n4n3)CC2)c1	1%	-19%	3%	0	46%[activator]	-13%	-1%	28%	35%
COc1ccc(NS(=O)(=O)c2ccc(F)c(F)c2F)cc1S(=O)(=O)N1CCOCC1	-2%	nt	3%	-1	-7%	-1%	nt	13%	nt
COc1ccc(NC(=O)N(Cc2ccco2)C2CCN(C(C)=O)CC2)c(OC)c1	-3%	5%	-17%	5	nt	-6%	0%	-21%	5%
COc1cc(NC(=O)[C@H]2CSCN2C(=O)[C@@H]2CCC(=O)N2)cc(OC)c1OC	2%	0%	7%	4	91%[activator]	-6%	2%	45%[activator]	6%
Cc1nc2c(C)cccc2c2c1CCN2c1ccccc1F	-5%	227%[activator]	2%	-13	-2%	2%	7%	-7%	0%
CNCC(O)c1cccc(O)c1 (configuration not stated)	-5%	-7%	0%[60.1 µM]	nt	1%	nt	-11%	nt	nt
SMILES	GRP78 ERSR act	Anesthetic bind	POLK inh	LDHA inh	APE1 inh	Pol eta inh	BLM inh	Pol iota inh	POLB inh
CCOC(=O)c1cc(S(=O)(=O)Nc2cc(F)ccc2C)[nH]n1	-1%	-3%	-6%[60.1 µM]	0	nt	8%	-2%	-4%	-3%
C/C(CC(=O)Nc1cc(C)ccn1)=N\NC(=O)c1ccc(C(C)(C)C)cc1	-1%	0%	-4%	5	44%	0%	-2%	33%[activator]	16%
C=CCSc1cc(C)nc2c(-c3ccc(Cl)cc3)c(C)nn12	-5%	-3%	4%	-4	1%	-19%	-7%	39%[activator]	15%
COc1ccccc1C(=O)Nc1ccc(S(=O)(=O)Nc2ncccn2)cc1	1%	9%	1%	-7	nt	-10%	1%	9%	-1%
CCNS(=O)(=O)c1ccc(CCC(=O)Nc2ccc3c(c2)OCCO3)cc1	2%	1%	0%	-3	3%	-11%	-7%	21%	2%
CN(C)c1ccc(C2SCCN2C(=O)c2ccc([N+](=O)[O-])cc2)cc1 (configuration not stated)	-4%	-16%	0%	-2	1%	-12%	0%	16%	17%
O=c1[nH]ncn2cccc12	-2%	-10%	-12%	-4	12%	1%	1%	-7%	32%
O=C(NCCC1=CCCCC1)c1ccc2c(c1)N(Cc1ccccc1)C(=O)c1ccccc1S2(=O)=O	nt	-2%	-7%	-11	nt	nt	-11%	21%	?
Cn1cc(/C=C(\NC(=O)c2ccccc2Cl)C(=O)N2CCOCC2)c2ccccc21	-2%	-2%	-5%	-6	-3%	-6%	0%	10%	27%
NC(=O)C1CCN(C(=O)CSCc2ccccc2Cl)CC1	3%	-6%	-6%	2	-1%	-11%	-1%	26%	36%
COCCNc1ncncc1-c1ccccc1OC	1%	nt	-6%[60.1 µM]	nt	3%	nt	5%	nt	nt
COc1cc(OC)cc(C(=O)OCC(=O)Nc2ccc(N3CCCCC3)cc2)c1	1%	?	3%	-1	0%	-6%	-1%	7%	-1%
CC(=O)Nc1ccc(S(=O)(=O)NNC(=O)COc2cccc(C)c2)cc1	-4%	-9%	-18%	3	0%	-11%	-1%	0%	1%
Cc1ccc2c(CC(=O)Nc3ccc(S(=O)(=O)N4CCCC(C)C4)cc3)coc2c1 (configuration not stated)	-5%	0%	-18%	3	nt	-22%	-11%	1%	0%
COCCNC(=S)NNc1ccccc1[N+](=O)[O-]	3%	-18%	-8%	3	-5%	0%	-2%	?	-19%
C=CCN(C(=O)c1csnn1)C(C(=O)NCc1ccc(F)cc1)c1ccccc1F (configuration not stated)	-1%	-20%	-5%	-12	-7%	-16%	0%	24%	28%
COc1ccc(C(C#N)Nc2ccccc2)cc1 (configuration not stated)	nt	1%	nt	nt	1%	nt	-3%	nt	2%
CC(C(=O)Nc1ccccc1C(F)(F)F)n1nnc2sc3c(c2c1=O)CCCC3 (configuration not stated)	nt	-4%	-9%	4	nt	nt	-3%	0%	-12%
CC1CN(c2ccc([N+](=O)[O-])nc2)CC(C)O1 (configuration not stated)	1%	-11%	-11%	2	-5%	-11%	1%	103%[activator]	-11%
CC(=NNC(N)=O)C1=C(O)C(C(C)C)NC1=O (configuration not stated)	-3%	nt	-4%	5	nt	-12%	nt	4%	nt
O=C(NCc1ccccc1)C1CCCN(c2nc3ccsc3c(=O)s2)C1 (configuration not stated)	-4%	-8%	2%	-3	-2%	-22%	1%	19%	0%

Random excerpt: six records from the list
SMILES	GRP78 ERSR act	Anesthetic bind	POLK inh	LDHA inh	APE1 inh	Pol eta inh	BLM inh	Pol iota inh	POLB inh
NC(=O)C1CCN(C(=O)CSCc2ccccc2Cl)CC1	3%	-6%	-6%	2	-1%	-11%	-1%	26%	36%
Cn1cc(/C=C(\NC(=O)c2ccccc2Cl)C(=O)N2CCOCC2)c2ccccc21	-2%	-2%	-5%	-6	-3%	-6%	0%	10%	27%
COc1ccccc1C(=O)Nc1ccc(S(=O)(=O)Nc2ncccn2)cc1	1%	9%	1%	-7	nt	-10%	1%	9%	-1%
CC(C(=O)Nc1ccccc1C(F)(F)F)n1nnc2sc3c(c2c1=O)CCCC3 (configuration not stated)	nt	-4%	-9%	4	nt	nt	-3%	0%	-12%
CCNS(=O)(=O)c1ccc(CCC(=O)Nc2ccc3c(c2)OCCO3)cc1	2%	1%	0%	-3	3%	-11%	-7%	21%	2%
COc1ccc(C(C#N)Nc2ccccc2)cc1 (configuration not stated)	nt	1%	nt	nt	1%	nt	-3%	nt	2%

This is a subset (hit frequency here may not be typical).
